MEP2 TOR yeast = modulators of TOR pathway MEP2-GFP in S. cerevisiae | 0.51% of 330,000 active | S. cerevisiae MEP2-GFP strain, flow cytometry GFP, 3 h; 100% = DMSO control level | AID 2016 | GFP response vs DMSO, % at 10 µM;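 active = GFP response versus DMSO above a set limit, roughly screen mean plus 3 SD, cut at about 180% in these data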;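 also: median GFP fluorescence of the barcode-gated MEP2-GFP cells per well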
CIT2-GFP yeast = alters CIT2-GFP fluorescence in TOR pathway yeast screen; S. cerevisiae CIT2-GFP strain, flow cytometry, 3 h; 100 means same as DMSO wells; GFP response vs DMSO, % at 10 µM; 0.065% of 320,000 active;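 active = GFP response relative to DMSO above a set limit, near the screen mean plus 3 SD, cut at about 150% in these data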;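 also: ratio of well median GFP fluorescence to mean of DMSO wells on the plate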
CR mimetic SO = yeast age-related superoxide inhibition as caloric restriction mimetic; S. cerevisiae aged cells, superoxide DHE fluorescence; hits give low values; superoxide response (% of plate mean), % at 10 µM; 0.18% of 330,000 active;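 active = superoxide response under a set limit, about three screen SD below normal, cut at about 65% in these data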;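 also: yeast aged for seven days with compound at 30 °C before DHE staining; 100% = average MFI of all compound-treated wells on the plate with controls excluded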
AGP1-GFP MLPCN = modulators of TOR pathway AGP1-GFP in S. cerevisiae; S. cerevisiae AGP1-GFP multiplex flow cytometry, 3 h; GFP as percent of DMSO wells; GFP response vs DMSO, % at 10 µM; 0.02% of 320,000 active;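 active = GFP response relative to DMSO above a set limit, near screen average plus 3 SD, cut at about 150% in these data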;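 also: median GFP channel fluorescence of the gated AGP1 strain per well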
RPL19A-GFP yeast = yeast TOR pathway RPL19A-GFP modulation. AID 2025. 0.3% of 330,000 active. S. cerevisiae RPL19A-GFP strain, flow cytometry, 3 h; hits give low values. percent response vs DMSO, % at 10 µM;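 active = percent response vs DMSO below 50%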;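 also: median channel GFP fluorescence of the barcoded RPL19A-GFP strain; ratio of sample median GFP to plate DMSO average so 100% = DMSO; lower means less RPL19A-GFP as with rapamycin TOR inhibition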
VLA-4 inh = inhibition in a human VLA-4 binding assay | P13612 | VLA-4 expressing cells, ligand binding flow cytometry | inhibition, % (about 7 µM as worked out from the volumes in the protocol) | 0.2% of 330,000 active; in the data active = inhibition above about 50%
LAP4-GFP MLPCN = alters LAP4-GFP fluorescence in TOR pathway yeast screen | S. cerevisiae LAP4-GFP multiplex, flow cytometry GFP, 3 h; median GFP as percent of DMSO wells | GFP response vs DMSO, % at 10 µM | 0.34% of 320,000 active;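 active = GFP response vs DMSO above a set limit, about the screen mean plus 3 SD, cut at about 150% in these data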
GRK2 aptamer HTS = inhibitors of human GRK2 displacing RNA aptamer; inhibition of aptamer binding, % at 10 µM; P25098; bead flow cytometry, FAM-aptamer displacement from GRK2; 0.59% of 330,000 active;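 active = inhibition of aptamer binding above 40%, roughly 3 SD of noise, on plates passing a quality check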;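 also: median bead fluorescence of bound FAM aptamer so fluorescent compounds give negative values; no value below 0 was filed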
Target sequence (P25098 whole entry, looked up): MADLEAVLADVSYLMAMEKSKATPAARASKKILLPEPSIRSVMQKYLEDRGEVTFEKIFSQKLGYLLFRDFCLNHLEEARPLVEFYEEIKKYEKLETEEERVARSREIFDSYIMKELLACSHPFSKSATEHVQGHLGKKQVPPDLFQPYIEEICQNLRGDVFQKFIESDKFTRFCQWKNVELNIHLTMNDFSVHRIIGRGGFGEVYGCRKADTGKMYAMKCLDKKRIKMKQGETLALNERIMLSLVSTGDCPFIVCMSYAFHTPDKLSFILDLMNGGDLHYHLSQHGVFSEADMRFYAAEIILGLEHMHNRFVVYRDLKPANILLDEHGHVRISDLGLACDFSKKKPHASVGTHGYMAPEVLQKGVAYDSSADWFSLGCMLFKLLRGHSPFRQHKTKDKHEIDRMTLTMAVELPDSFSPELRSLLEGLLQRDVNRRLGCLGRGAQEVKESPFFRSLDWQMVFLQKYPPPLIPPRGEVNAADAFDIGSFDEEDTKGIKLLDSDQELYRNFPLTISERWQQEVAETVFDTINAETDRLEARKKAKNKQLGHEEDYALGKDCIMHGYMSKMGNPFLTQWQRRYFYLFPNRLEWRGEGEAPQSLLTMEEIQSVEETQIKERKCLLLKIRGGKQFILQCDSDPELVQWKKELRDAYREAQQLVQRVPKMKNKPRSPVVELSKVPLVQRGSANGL
Numbers without * were called inactive; / = not tested or not shown.

compound	CR mimetic SO	RPL19A-GFP yeast	AGP1-GFP MLPCN	MEP2 TOR yeast	VLA-4 inh	GRK2 aptamer HTS	LAP4-GFP MLPCN	CIT2-GFP yeast
C=CCNc1oc(-c2cccc3ccccc23)nc1C#N	101	107	76	94	11	0	96	67
O=C(c1cc(C2CC2)nn1-c1ccccc1)N1CCN(c2ccccc2O)CC1	91	99	107	104	9	0	108	103
Cc1cc(C)cc(OCC(=O)NCC2CCCO2)c1 (stereo unspecified)	118	95	96	94	4	0	93	92
CCc1ccc(OCc2ccc(C(=O)NCc3ccccn3)o2)cc1	104	99	102	103	1	0	112	108
COc1ccc(S(=O)(=O)N2CCc3ccccc32)cc1OC	107	100	99	113	-45	7	96	105
COc1ccc(-n2c(SCC(C)=O)nc3sc(C)c(C)c3c2=O)cc1	91	103	99	103	3	0	101	101
CC(=O)C1=C(O)C(=O)N(Cc2ccccc2)C1c1ccc(F)cc1 (stereo unspecified)	90	104	102	99	3	0	89	101
CCc1nn(CC(=O)NCCCN(CC)c2cccc(C)c2)c(=O)c2cc3occc3n12	116	93	93	102	-7	0	93	93
COc1ccc(NC(=O)CN(C)C(=O)c2cccc(S(=O)(=O)N3CCN(Cc4ccccc4)CC3)c2)cc1	106	97	98	100	-8	0	97	96
O=C(CCS(=O)(=O)c1ccccc1)NCCS(=O)(=O)c1ccccc1	93	91	104	106	15	2	98	92
C/C(=N/NC(=O)c1nnn(-c2nonc2N)c1COc1ccccc1)c1ccccc1Cl	88	94	96	102	20	4	91	102
Cc1ccc(CCNC(=O)c2ccc(CS(=O)(=O)c3ccccc3C)o2)cc1	83	97	94	96	-9	0	96	94

Single values from the list:
O=C(c1cc(C2CC2)nn1-c1ccccc1)N1CCN(c2ccccc2O)CC1 @ CIT2-GFP yeast = 103
C/C(=N/NC(=O)c1nnn(-c2nonc2N)c1COc1ccccc1)c1ccccc1Cl @ VLA-4 inh = 20
Cc1ccc(CCNC(=O)c2ccc(CS(=O)(=O)c3ccccc3C)o2)cc1 @ CR mimetic SO = 83
COc1ccc(NC(=O)CN(C)C(=O)c2cccc(S(=O)(=O)N3CCN(Cc4ccccc4)CC3)c2)cc1 @ CR mimetic SO = 106
COc1ccc(-n2c(SCC(C)=O)nc3sc(C)c(C)c3c2=O)cc1 @ LAP4-GFP MLPCN = 101
CCc1nn(CC(=O)NCCCN(CC)c2cccc(C)c2)c(=O)c2cc3occc3n12 @ GRK2 aptamer HTS = 0
O=C(CCS(=O)(=O)c1ccccc1)NCCS(=O)(=O)c1ccccc1 @ VLA-4 inh = 15

(more compounds)
compound	CR mimetic SO	RPL19A-GFP yeast	AGP1-GFP MLPCN	MEP2 TOR yeast	VLA-4 inh	GRK2 aptamer HTS	LAP4-GFP MLPCN	CIT2-GFP yeast
Cc1ccccc1C(=O)NC(NCc1ccco1)C(Cl)(Cl)Cl (stereo unspecified)	96	103	105	105	21	0	104	102
CC1CC(C)CN(S(=O)(=O)c2ccc(C(=O)N3CCN(c4ccccc4)CC3)cc2)C1 (stereo unspecified)	74	94	101	98	0	2	91	106
CC1(C)CC[C@]2(C(=O)O)CC[C@]3(CO)C(=CCC4[C@@]5(C)C[C@H](O)[C@H](O)[C@@](C)(C(=O)O)C5CC[C@]43C)[C@@H]2C1 (stereo partly specified)	107	93	94	102	4	3	108	92
O=C(NNC(=O)c1cc2ccccc2o1)c1ccc(Cl)cc1	97	104	119	103	6	0	121	111
CC(C)(O)CC[C@@H](O)[C@](C)(O)C1CC[C@@]2(O)C3=CC(=O)[C@@H]4C[C@@H](O)[C@@H](O)C[C@]4(C)C3CC[C@]12C (stereo partly specified)	86	95	95	96	-9	4	105	94
COc1ccc(C2=CC(c3ccc(F)cc3)n3nnnc3N2)cc1 (stereo unspecified)	99	100	99	102	8	0	102	105
CN(C)c1ccc(/C=C(/NC(=O)c2ccccc2)C(=O)N/N=C/c2ccc([N+](=O)[O-])c(O)c2)cc1	100	98	95	101	27	2	98	91
CC(C)CC(=O)CC1(O)C(=O)Nc2ccccc21 (stereo unspecified)	94	81	67	82	5	0	84	92
O=C(CC1NCCNC1=O)Nc1ccc2c(c1)OCO2 (stereo unspecified)	95	110	108	108	4	0	104	106
COc1cc(C(=O)N/C(=C\c2cn(C)c3ccccc23)C(=O)N2CCOCC2)cc(OC)c1OC	95	99	98	98	19	2	85	94
CCOC(=O)C1=C(C)N(CCCCCC(=O)O)C(=O)NC1c1cccc([N+](=O)[O-])c1 (stereo unspecified)	103	95	101	100	-3	0	92	100
O=C(COC(=O)c1ccccc1O)NCc1ccco1	99	100	98	101	-4	12	97	106
C=CCNc1nc(C)c(C(C)=O)cc1C#N	109	/	98	106	-17	1	91	111
Cc1ccc(-n2c(Cc3cccn3C)nnc2SCC(=O)Nc2nnc(C)s2)cc1	112	100	96	102	-3	0	94	91
CC(=O)c1cccc(NC(=O)c2sc(Cl)nc2C)c1	104	107	101	107	9	0	98	106
O=C(C1CCCN(S(=O)(=O)c2cc(Cl)ccc2Cl)C1)N1CCCCCC1 (stereo unspecified)	107	103	100	99	-3	2	105	99
O=C(NCCCN1CCCC1=O)c1cn(-c2ccccc2)nc1-c1ccccc1	108	100	100	109	22	1	106	98
CCCn1nnc(NC(=O)c2ccccc2Cl)n1	118	97	95	99	8	37	98	100
COc1cccc(CN2C(=NC(=O)CCC3CCCC3)SC3CS(=O)(=O)CC32)c1 (stereo unspecified)	105	98	95	95	3	1	90	98
O=C1CSC(c2ccc([N+](=O)[O-])cc2)N1Cc1ccccc1 (stereo unspecified)	104	105	109	101	4	2	103	99
CN(C(=O)CN1C(=O)c2ccc([N+](=O)[O-])cc2C1=O)C1CCCCC1	88	107	104	108	1	0	108	105
Cc1occc1-c1nnc(SCC(=O)c2ccc3c(c2)OCCO3)n1CC1CCCO1 (stereo unspecified)	102	103	93	101	5	0	100	103
O/N=C/c1ccccc1Oc1ccccc1	90	93	90	95	-2	4	118	95
C=CCN(Cc1nc(-c2ccccc2)no1)C(=O)c1ccco1	88	103	101	102	8	0	94	97
c1ccc(NC(c2ccccc2)c2ccncc2)cc1 (stereo unspecified)	101	104	105	115	2	0	97	106
O=C(O)COc1ccc(Br)cc1/C=C1/SC(=O)N(CC(=O)N2CCCC2)C1=O	108	107	109	106	9	0	107	120
O=C(c1ccco1)N1CCN(Cc2ccc(Br)cc2)CC1	114	105	97	106	-6	1	100	98
CCCCn1nc(C(=O)OCC(=O)Nc2sccc2C(N)=O)c2ccccc2c1=O	94	98	94	109	5	84*	98	90
CCN(CC)S(=O)(=O)c1cccc(-c2n[nH]c(=S)n2C(C)COC)c1 (stereo unspecified)	97	97	106	98	9	3	94	102
O=C(O)c1cc([N+](=O)[O-])c(Nc2cccc3ccccc23)c([N+](=O)[O-])c1	117	105	82	116	14	1	90	125
O=C(OCC#CCSc1nnc(-c2ccc([N+](=O)[O-])cc2)o1)c1cccs1	96	100	101	108	4	5	105	95
Cc1ccc(SC(=O)COc2ccccc2C)cc1	91	99	93	96	-3	0	101	95
Cc1ccc(N(CC(=O)NCCSc2ccccn2)S(C)(=O)=O)cc1	96	96	99	96	9	0	99	90
O=C(OCCN=C1NS(=O)(=O)c2ccccc21)C1CC(=O)N(c2ccc3ccccc3c2)C1 (stereo unspecified)	99	98	97	106	0	0	101	97
CCc1noc(C)c1C(=O)OCC(=O)NC(=O)c1ccccc1	86	95	96	98	0	6	105	94
N/C(=N\OC(=O)Cc1ccccc1[N+](=O)[O-])c1cccnc1	89	99	100	95	9	0	105	98

Results in GRK2 aptamer HTS, AGP1-GFP MLPCN and VLA-4 inh, for some of the entries so far:
| Molecule | GRK2 aptamer HTS | AGP1-GFP MLPCN | VLA-4 inh |
| --- | --- | --- | --- |
| C/C(=N/NC(=O)c1nnn(-c2nonc2N)c1COc1ccccc1)c1ccccc1Cl | 4 | 96 | 20 |
| COc1cccc(CN2C(=NC(=O)CCC3CCCC3)SC3CS(=O)(=O)CC32)c1 (stereo unspecified) | 1 | 95 | 3 |

Going on with the list.
compound	CR mimetic SO	RPL19A-GFP yeast	AGP1-GFP MLPCN	MEP2 TOR yeast	VLA-4 inh	GRK2 aptamer HTS	LAP4-GFP MLPCN	CIT2-GFP yeast
CC(C)OC(=O)CSc1nnc2c3ccccc3n(C)c2n1	107	107	98	100	1	0	100	106
CCc1nnc(NS(=O)(=O)c2ccc(N/C=C\C(=O)c3ccc(F)cc3)cc2)s1	100	107	109	98	-4	4	102	97
Cc1ccc2c(c1)N(CC(=O)N1CCOCC1)C(=O)CO2	109	101	100	104	10	1	99	100
COc1ccc(CN(Cc2ccc(OC)cc2)C(=O)c2cccs2)cc1	97	98	/	102	0	0	/	/
CCOc1ccccc1NC(=O)C(CC(C)C)NC(=O)C1CCC(C)CC1 (stereo unspecified)	96	99	99	103	3	0	96	98
CC(C)Cn1cc(C(=O)NCCCN2CCCC2=O)c2c3ccccc3n(C)c2c1=O	82	99	92	100	-3	3	90	/
CC(C)(C)c1[nH]nc2c1C(Cc1ccccc1)C(C#N)=C(N)O2 (stereo unspecified)	81	92	93	111	-1	0	102	112
COc1cc(/C=N/NC(=O)c2cc(-c3ccccc3OC(C)C)nc3ccccc23)ccc1O	102	105	97	100	34	0	85	103
CCOc1cccc2cc(C(=O)NCc3ccc(Cl)cc3)c(=N)oc12	107	96	92	98	15	4	90	100
CC1=CC(C)(C)n2c(O)c(N=NC(N)=S)c3cccc1c32	111	95	94	101	4	2	90	102
O=C(O)c1ccc(NCc2cccc(Br)c2)cc1	112	88	76	88	-7	0	159*	70
Cc1cccc(C(=O)N2CCCC(N3CCN(c4ccccc4)CC3)C2)n1 (stereo unspecified)	104	100	104	93	-113	1	96	97
CCn1c(C)nc2cc(-c3nc4n(n3)Cc3ccccc3-4)ccc21	106	99	101	102	14	2	102	92
CCOC(=O)Nc1ccc([N+](=O)[O-])cc1OC	101	98	97	95	-4	1	106	92
O=C(NNC(=S)NC(=O)c1cccc([N+](=O)[O-])c1)c1ccc(Br)cc1	114	108	100	101	-4	0	98	105
O=C(N/N=C/c1ccc(F)cc1)c1sccc1OCc1ccc(F)cc1	106	96	99	101	-13	4	98	110
CC(=O)NC(Cc1ccc(F)cc1)C(=O)N1CCN(C(=O)NCc2ccccc2)CC1 (stereo unspecified)	90	96	99	96	3	1	94	96
C/C(=N/NC(=O)CNC(=O)C1COc2ccccc2O1)c1ccc2c(c1)OCCO2 (stereo unspecified)	96	99	95	94	-2	3	92	99
COc1cc(O)c2c(c1)OC(c1ccc(O)cc1)CC2=O (stereo unspecified)	100	99	97	107	1	0	113	95
COc1ccccc1N(CC(=O)N(C)Cc1ccccc1)S(=O)(=O)c1cccs1	103	100	102	100	5	2	98	98
Cc1c(O)cc2n(c1=O)-c1ccccc1C2(C)C	100	104	103	100	6	1	107	93
CCNC(=S)NNC(=O)c1cccn(Cc2ccc(Cl)cc2Cl)c1=O	109	90	83	96	6	4	97	84
O=C(O)C/C(=C\c1cc(Cl)c2c(c1)OCO2)c1nc2ccccc2s1	115	111	83	119	3	4	92	116
CCNC(=S)NNC(=O)c1cc(CC(C)C)nc2ccccc12	74	101	108	107	-19	3	102	105
CCOc1ccc(S(=O)(=O)NCCSc2ccccc2)cc1	121	104	109	97	9	2	90	89
Cc1ccc(Oc2ccc(S(=O)(=O)N3CCOCC3)cc2C(N)=O)c(-n2nc3ccccc3n2)c1	112	99	101	108	8	2	102	96
CCNC(=O)CCS(=O)(=O)c1ccc2ccccc2c1	99	103	104	107	33	1	94	98
Cc1nnc(NC2=NCCCCC2)o1	106	99	101	105	-5	0	96	96
Cc1cc(NC(=O)CSc2nc3c(sc4ccccc43)c(=O)n2CCc2ccccc2)n[nH]1	95	97	93	100	-1	0	94	96
CCOCCn1ccc2c(OCC(=O)Nc3ccccc3F)cccc2c1=O	98	106	115	106	-3	0	116	109
CC(=O)NC(Cc1ccccc1)C(=O)OCC(=O)c1ccc(Cl)cc1 (stereo unspecified)	108	104	102	105	34	0	94	107

Source: PubChem (NMMLSC)
